Assay outcomes: PubChem BioAssay, several laboratories
SV40 large T antigen = TAg ATPase/helicase activity blockers – biochemical (AID 1903) | 310,000 compounds, 0.39% hits | SV40 large T antigen ATPase/helicase inhibition assay; higher % means a stronger effect | one-dose inhibition, % at 20 µM; IC50 in µM for titrated hits; in the data active = a potency from the dose series; inconclusive = inhibition mostly from about 32% at the one dose, without a potency; inactive = the rest, 99 in 100 with inhibition below about 32%; also: strong numbers were not always called active
NS5 inhibitors = Dengue-2 NS5 methyltransferase inhibitors, primary screen, biochemical, confirmation dose response (AID 588689); Dengue-2 NS5 methyltransferase capping enzyme assay, biochemical; higher % means a stronger effect; inhibition, % at 25 µM; hits with a dose series show IC50 in µM; 340,000 compounds, 0.3% hits; in the data active = a potency from the dose series; inconclusive = inhibition above about 29% without an active follow-up result
NTR1 ag = NTR1-driven beta-arrestin-GFP spot formation – imaging, U2OS cells, high content, primary screen (AID 493036). agonist mode. activation, % at 20 µM. 330,000 compounds, 0.17% hits;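 active = activation at or above 40% of the spot to cytoplasm intensity ratio, with at least 20 cells analyzed; inconclusive = wells under 20 cells, flagged as cytotoxic or low count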;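 also: 0% = DMSO without peptide and 100% = 100 nM NTR1 peptide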
Target sequence (P30989 whole entry, looked up): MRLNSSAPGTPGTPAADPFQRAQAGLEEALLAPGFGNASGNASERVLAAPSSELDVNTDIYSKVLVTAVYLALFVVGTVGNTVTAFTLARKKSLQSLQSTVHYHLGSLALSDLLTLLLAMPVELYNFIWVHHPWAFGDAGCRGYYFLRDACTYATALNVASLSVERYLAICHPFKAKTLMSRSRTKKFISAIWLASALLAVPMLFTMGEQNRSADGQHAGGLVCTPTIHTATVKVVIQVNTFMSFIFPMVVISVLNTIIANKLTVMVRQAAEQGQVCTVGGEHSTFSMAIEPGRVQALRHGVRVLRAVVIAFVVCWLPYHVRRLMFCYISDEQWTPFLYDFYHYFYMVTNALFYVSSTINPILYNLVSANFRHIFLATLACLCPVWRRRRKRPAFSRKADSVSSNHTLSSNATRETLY
West Nile antiviral = West Nile virus antiviral activity, cell-based, CPE readout (AID 1621); one-dose CPE inhibition, % at 10 µM; IC50 in µM for titrated hits; 290,000 compounds, 0.02% hits; West Nile virus-infected cells, CPE inhibition; higher % means a stronger effect; in the data active = a potency from the dose series; inconclusive = CPE inhibition mostly from about 3.7% at the one dose, without a potency; inactive = the rest, 99 in 100 with CPE inhibition below about 2.2%; also: strong numbers were not always called active
UTI89 phage lysis = protection from phage-mediated lysis, alamar blue read-out – E. coli UTI89, K1F phage, bacterial capsule biogenesis inhibitors (AID 488966). E. coli UTI89 K1F phage lysis, alamar blue, 2 h; higher % means a stronger effect. inhibition, % at 100 µM; hits with a dose series show IC50 in µM. 340,000 compounds, 0.02% hits;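 active = phage lysis inhibition, versus mean bacterial control, above a set limit; inconclusive = no clear call, values can overlap the other calls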;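 also: capsule biogenesis inhibitors block K1F phage lysis so surviving cells raise fluorescence; higher fluorescence means more inhibition of phage lysis; actives were called in the ten point dose series up to 300 µM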
RSV CPE inhibition = inhibition of RSV-induced cytopathic effect – HEp-2 cells, primary 10 µM value included (AID 2391). one-dose CPE inhibition, % at 10 µM; IC50 in µM for titrated hits. HEp-2 cells, RSV-induced CPE inhibition; higher % means a stronger effect. 310,000 compounds, 0.13% hits; in the data active = a potency from the dose series; inconclusive = CPE inhibition mostly from about 23% at the one dose, without a potency; inactive = the rest, 99 in 100 with CPE inhibition below about 21%; also: strong numbers were not always called active
Salmonella PhoP GFP = inhibitors of PhoP regulon expression, primary screen, Salmonella Typhimurium, GFP reporter (AID 1863); S. Typhimurium PhoP-regulated promoter GFP reporter, 4 h; higher % means a stronger effect; 300,000 compounds, 0.16% hits; inhibition, % at 50 µM, or IC50 in µM where a hit was titrated;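 active = inhibition over 29.93%, a cutoff 3 SD above the screen mean, later confirmed by dose response; inconclusive = inhibition over 29.93% but no dose response follow-up; inactive = inhibition at most 29.93% or unconfirmed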;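 also: 0% = low Mg2+ inducing control and 100% = high Mg2+ repressing control; strong numbers were not always called active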
MgcRacGAP inhibition = MgcRacGAP GTPase-activating activity inhibitors, confirmation, biochemical, ADP Hunter fluorescence; MgcRacGAP-stimulated Rac1 GTP hydrolysis, ADP Hunter fluorescence; higher % means a stronger effect; GST-tagged Rac1 F28L mutant substrate; inhibition, % at 30 µM, or IC50 in µM where a hit was titrated; 340,000 compounds, 0.6% hits;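 active = first-screen hits whose inhibition reached a set limit at any dose in the follow-up dose series; inconclusive = inhibition above the set first-screen limit but never retested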;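 also: fluorescence reports GDP produced by GAP-driven GTP hydrolysis; strong numbers were not always called active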
T cell HTS = modulates CD8 T cell binding to vesicles | 2C CD8+ T cell-vesicle binding, flow cytometry; active compounds read low | 330,000 compounds, 0.068% hits | calls only at 7 µM | AID 2052;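 active = response, share of CD8 T cells binding vesicles, and their 90th percentile fluorescence all below set limits, cut at about 80% in these data, passing the limit was not always enough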
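Material: 2C TCR transgenic mouse naive CD8+ T cells, MACS-purified. Also added: QL9-charged Drosophila Ld/ICAM-1/B7-1 vesicles. Timing: binding 1.5 h at 37 °C. Measured by: high-throughput flow cytometry with anti-B7-1 and anti-CD8 staining. Read-out: percent CD8+ FL2 mean versus row control. Controls: Unloaded micro-vesicles (low), QL9 vesicles with 0.7% DMSO (high).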
T cell HTS vesicle-bound % = recorded beside T cell HTS, whose call it bears; double positive events, %; measured here: CD8+ vesicle-bound cell fraction;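 binding gate set so that unloaded-vesicle control wells show 10% double positive cells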
NTR1 ag cell count 20 µM = further read-out of NTR1 ag, marked with its call; cell count; measured here: cell count, cytotoxicity flag
NS5 inhibitors pilot replicate = further read-out of NS5 inhibitors, marked with its call; inhibition, %; measured here: pilot screen replicate inhibition
Numbers without * were called inactive; i = inactive; ? = inconclusive; . = no result given; & = joins results of further samples; [ ] = another dose, or the depositor's remark. Outcome played no part in choosing rows; any-hit rate near 1.5%.

SMILES	SV40 large T antigen	NS5 inhibitors	NTR1 ag	NTR1 ag cell count 20 µM	West Nile antiviral	UTI89 phage lysis	RSV CPE inhibition	Salmonella PhoP GFP	MgcRacGAP inhibition	T cell HTS	T cell HTS vesicle-bound %	others
CSc1cnc2c(=O)n(C)c(=O)[nH]c2n1	1%	-6%	2.1	42	0.0%	0.4%[50 µM]	1.0%	-8%	-4%	i	2
O=C(c1cccnc1)N1CCN(Cc2cccc(F)c2)CC1	-4%	-3%	0.6	51	.	5.7%	0.3%	2%	23%	i	60
COc1ccc(C2CC(c3ccc(OC)cc3)n3nc(NC(=O)c4cccs4)nc3N2)cc1 (centres undefined)	10%	2%	7.1	85	-0.5%	2.1%	4.6%	-4%	9%	i	47
Brc1ccc(-c2noc(-c3ccccc3)n2)o1	17%	2%	2.7	42	-0.1%	0.7%	0.3%	.	10%	i	15
COc1cccc(CNC(=O)C2=C(C)C(=O)OC23CCC(C)CC3)c1 (centres undefined)	5%	-6%	-0.4	64	-1.0%	3.6%	0.6%	-4%	0%	i	54
CCN(CC)c1c([N+](=O)[O-])c(=O)oc2ccccc12	14%	-1%	-0.8	47	0.7%	-0.4%	-0.5%	-4%	-11%	i	8
O=C1C=C(NNC(=O)c2ccncc2)CC(c2ccccc2)C1 (centres undefined)	13%	-44%	1.6	44	0.2%	0.4%	3.1%	3%	2%	i	10
O=C(c1ccc(N2CCCC2)c([N+](=O)[O-])c1)N1CCN(c2ccccn2)CC1	13%	-4%	4.5	32	-0.3%	2.3%	8.7%	-8%	7%	i	31
Cc1nc2nc(-c3ccccc3)[nH]n2c(=O)c1Cc1ccccc1	-6%	-3%	0.6	48	0.2%	0.6%	1.8%	-3%	3%	i	34
O=C(NC(Cc1ccccc1)C(=O)O)/C(=C/c1ccccc1)NC(=O)c1cccc(Br)c1 (centres undefined)	10%	7%	0.2	92	.	0.3%	-0.2%	9%	12%	i	48
CC(C)NC(=O)Nc1ccc2c(c1)C(=O)N([C@H](C)CO)C[C@H](C)[C@@H](CN(C)S(C)(=O)=O)O2	.	3%	-0.7	55	.	7.3%	.	.	-4%	i	9
O=C(CCN1C(=O)/C(=C/C=C/c2ccccc2)SC1=S)Nc1ccccn1	1%	-10%	4.9	61	0.5%	0.1%	5.4%	-2%	-1%	i	26

Looked up by compound from the list above:
SMILES	SV40 large T antigen	NS5 inhibitors	NTR1 ag	NTR1 ag cell count 20 µM	West Nile antiviral	UTI89 phage lysis	RSV CPE inhibition	Salmonella PhoP GFP	MgcRacGAP inhibition	T cell HTS	T cell HTS vesicle-bound %	others
COc1cccc(CNC(=O)C2=C(C)C(=O)OC23CCC(C)CC3)c1 (centres undefined)	5%	-6%	-0.4	64	-1.0%	3.6%	0.6%	-4%	0%	i	54
Cc1nc2nc(-c3ccccc3)[nH]n2c(=O)c1Cc1ccccc1	-6%	-3%	0.6	48	0.2%	0.6%	1.8%	-3%	3%	i	34

Next section.
SMILES	SV40 large T antigen	NS5 inhibitors	NTR1 ag	NTR1 ag cell count 20 µM	West Nile antiviral	UTI89 phage lysis	RSV CPE inhibition	Salmonella PhoP GFP	MgcRacGAP inhibition	T cell HTS	T cell HTS vesicle-bound %	others
COc1ccc(NC(=O)CN(C)C(=O)c2sc3ccccc3c2Cl)cc1	5%	-6%	1.7	46	.	-0.2%[50 µM]	4.0%	-2%	6%	i	47
COc1ccc(C2CC(c3cccs3)=NN2C(=O)COC(=O)c2cncc(Br)c2)cc1OC (centres undefined)	7%	-2%	1.8	65	-0.4%	0.0%	0.9%	-3%	-1%	i	29
O=C(N/N=C\c1ccc(Cl)cc1)c1sccc1-n1cccc1	14%	.	4.3	54	-0.1%	0.5%[50 µM]	10%	3%	2%	i	47
COc1ccc(NC2CCCN(C(=O)c3cccnc3)C2)cc1 (centres undefined)	35%	-3%	-1.4	40	0.1%	0.3%	-0.3%	-2%	26%	i	56
CCOC(=O)C1CCCN(S(=O)(=O)c2cc(C(=O)OC)n(C)c2)C1 (centres undefined)	.	1%	0.8	66	-1.4%	-0.9%	0.1%	.	9%	i	33
Cc1ccccc1CSCCNC(=O)CN(c1ccc2c(c1)OCO2)S(C)(=O)=O	2%	1%	-0.8	62	-1.0%	-0.4%	0.8%	-1%	3%	i	9
COc1cc(C(=O)N(Cc2ccc(F)cc2)C2CCS(=O)(=O)C2)cc(OC)c1OC (centres undefined)	-3%	1%	3.2	70	-0.6%	0.4%	0.1%	-3%	3%	i	42
CCOC(=O)CCCCCC(=O)Nc1ccc2c(c1)CC(=O)N([C@H](C)CO)C[C@H](C)[C@H](CN(C)S(=O)(=O)c1ccc(OC)cc1)O2	.	-7%	-0.6	68	.	0.8%	.	.	10%	i	11
O=C1NC(=O)C(c2ccccc2)(c2ccccc2)N1	0%&4%&5%	4%&-4%	0.1&0.4	57&69	-0.2%&0.0%	-0.3%&0.5%	0.1%&3.0%	5%&9%&2%	-1%&4%	i	21&65
O=C(NCc1cccc(CNC(=O)Nc2cccc(O)c2)c1)Nc1cccc(O)c1	14%	-7%	0.2	85	0.7%	0.2%	1.5%	-2%	12%	i	46
Cc1ccc(-n2nc3c(c2NC(=O)c2ccc4c(c2)OCO4)CS(=O)(=O)C3)cc1C	10%	3%	0.0	46	-0.7%	0.3%[50 µM]	2.9%	-6%	4%	i	14
Cc1ccc(OCCSc2ncnc3nc[nH]c23)cc1	4%	4%	-0.4	43	0.1%	0.0%	0.6%	-3%	-2%	i	15
COc1ccccc1CNS(=O)(=O)c1cc2c3c(c1)CCN3C(=O)CC2	9%	-12%	-1.2	55	.	1.2%[50 µM]	0.9%	4%	5%	i	41
Cc1ccc(NC(=O)c2ccc3c(c2)OCCO3)cc1C	3%	4%	-0.3	38	0.4%	-0.9%	?	13%	-3%	i	24
CCOc1ccc(S(=O)(=O)Nc2cccc(C(=O)NCC3CCCO3)c2)cc1 (centres undefined)	7%	1%	2.0	54	.	0.9%[50 µM]	7.7%	-2%	1%	i	46
COc1ccc(C2(C(=O)NC(C)C)CCCC2)cc1OC	1%	2%	2.2	61	-0.7%	3.4%	0.2%	-10%	-1%	i	38
NC(=S)N/N=C/c1ccccc1OCCSc1ccc(Cl)cc1	-3%	2%	43*	62*	?	1.3%[50 µM]	-1.7%	-3%	11%	i	1
Cc1ccc(-c2ccnc3c(Cl)c(C)nn23)cc1	-3%	4%	2.5	78	0.3%	0.1%	7.3%	19%	7%	i	52
O=C(N/N=C/c1cccs1)C1COc2ccccc2O1 (centres undefined)	-2%	-2%	0.2	48	-0.2%	1.0%	-1.1%	-3%	5%	i	30
COc1ccc(N2C(=O)C(F)(F)C2c2ccc(C)cc2)cc1OC (centres undefined)	7%	-4%	0.8	61	0.7%	1.3%	0.2%	2%	3%	i	23
O=C(NN1CCOCC1)c1ccc(F)cc1	18%	-5%	0.2	55	-0.3%	1.7%[50 µM]	2.2%	-4%	3%	i	7
COCC(=O)Nc1ccc(OCc2ccccc2)cc1	10%	-3%	-0.3	46	-0.3%	7.2%	1.4%	6%	8%	i	37
COc1ccc(Cl)cc1NC(=O)CN(C)C(=O)COc1ccccc1F	3%	2%	0.9	49	-0.3%	-0.8%	0.8%	-4%	.	i	35
COc1ccccc1-c1ccc(SCC(=O)NCCc2ccccc2)nn1	-3%	-2%	-0.3	54	-1.1%	-0.1%	-1.1%	-4%	3%	i	5
O=C(Nc1ccc(N2CCN(C(=O)c3ccccc3)CC2)c(Cl)c1)c1ncn[nH]1	13%	-6%	-0.9	49	-0.1%	0.0%	19%	.	14%	i	48
Cc1ccc(NC(=O)C2CCC(=O)N2C(=O)OCc2ccccc2)cc1 (centres undefined)	18%	-4%	0.1	38	-0.4%	0.3%	0.7%	0%	6%	i	23
CCOC(=O)CC1OC(=O)c2cc3c(cc21)C(=O)OC3CC(=O)OCC (centres undefined)	11%	1%	-0.9	65	0.1%	-1.7%	-0.9%	-7%	-12%	i	39
Cc1nc(NC(=O)CCCC(=O)Nc2nc(C)c(C)s2)sc1C	-3%	-2%	-0.1	77	-0.8%	0.5%	-0.1%	0%	3%	i	55	NS5 inhibitors pilot replicate=-7.8
O=C(COC(=O)/C=C/c1ccc(OC(F)F)cc1)NC1CCCC1	.	-10%	0.6	62	.	0.2%[50 µM]	0.5%	.	1%	i	31
CCC(=O)NC(=S)Nc1ccc(NC(=O)c2ccc([N+](=O)[O-])cc2Cl)cc1	12%	-4%	2.6	52	-0.9%	-8.0%	2.1%	-3%	0%	i	51
CCC(C)N1CCN(C(=O)C2CCN(S(=O)(=O)c3c(C)noc3/C=C/c3ccco3)CC2)CC1 (centres undefined)	12%	-2%	0.6	54	-0.1%	0.0%	-2.8%	-6%	.	i	23
O=C(O)c1cccc(S(=O)(=O)N2CCCC(c3nc4c(nnn4Cc4ccccc4Cl)c(=O)[nH]3)C2)c1 (centres undefined)	11%	3%	0.0	42	0.6%	0.0%	1.5%	-5%	-1%	i	28
Cc1nn(Cc2cccc(C(=O)Nc3ccn(Cc4ccccc4)n3)c2)c(C)c1[N+](=O)[O-]	5%	8%	1.8	83	0.1%	-0.2%	-1.1%	5%	3%	i	18
Cn1nccc1C(=O)N1CCCC(Nc2ccc(F)cc2)C1 (centres undefined)	2%	-3%	-2.3	42	0.6%	0.4%	0.6%	0%	-7%	i	9
CCCn1c(SCC(=O)NC(C)c2ccccc2)n[nH]c1=O (centres undefined)	1%	6%	-0.9	61	-0.3%	0.2%	0.6%	3%	5%	i	32
Cc1ccc(NC(=O)C2CCCC2)c(Br)c1	9%	-2%	0.7	62	.	1.0%	.	.	10%	i	41
C=CCN(CC=C)S(=O)(=O)c1ccc(NC(=S)NC(=O)/C=C/c2ccc(C)cc2)cc1	3%	-1%	6.5	60	-0.2%	0.5%	0.7%	22%	4%	i	25
CSCc1cc(N(C)c2ccccc2)nc(-c2ccccc2)n1	6%	-14%	4.4	104	1.5%	0.1%	14%	-2%	8%	i	49
CCOc1ccc(C(=O)NC(C(=O)NCCc2ccc(S(N)(=O)=O)cc2)C(C)C)cc1 (centres undefined)	2%	-4%	-1.2	42	1.0%	7.1%	-0.2%	9%	5%	i	16
